DAT uptake mod: changed human dopamine transporter uptake under cocaine IC80; Q01959; LLC-PK1 hDAT cells, [14C]-dopamine uptake with cocaine IC80; actives deviate in either direction; B-score at 10 µM; 110,000 compounds, 1.3% hits; AID 449768;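 active = Z score or B-score, a plate-position-corrected score, falls beyond the plate's 99.7% confidence bounds, in either direction; inactive = both scores lie inside the 99.7% bounds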;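 also: scored against the spread of the other compound wells on the same plate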
Target sequence (Q01959 whole entry, looked up): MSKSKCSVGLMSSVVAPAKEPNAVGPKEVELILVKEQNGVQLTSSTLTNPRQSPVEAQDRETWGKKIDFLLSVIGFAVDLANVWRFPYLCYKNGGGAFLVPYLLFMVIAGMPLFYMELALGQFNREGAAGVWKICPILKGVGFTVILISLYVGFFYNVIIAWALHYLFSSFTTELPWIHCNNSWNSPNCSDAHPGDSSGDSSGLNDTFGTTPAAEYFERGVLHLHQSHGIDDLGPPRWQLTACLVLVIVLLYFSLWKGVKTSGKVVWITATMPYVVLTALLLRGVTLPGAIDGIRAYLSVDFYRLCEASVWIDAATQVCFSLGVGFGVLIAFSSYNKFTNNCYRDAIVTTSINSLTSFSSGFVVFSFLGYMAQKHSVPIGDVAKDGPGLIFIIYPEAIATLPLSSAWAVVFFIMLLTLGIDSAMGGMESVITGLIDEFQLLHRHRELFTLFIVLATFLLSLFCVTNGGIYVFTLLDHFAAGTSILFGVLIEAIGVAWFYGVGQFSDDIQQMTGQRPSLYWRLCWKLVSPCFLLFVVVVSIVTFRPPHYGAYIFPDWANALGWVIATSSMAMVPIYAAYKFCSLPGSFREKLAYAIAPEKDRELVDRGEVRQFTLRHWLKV
TNFa cytotox: HUVEC cytotoxicity counter-screen, TNF alpha stimulated; HUVEC TNFalpha-stimulated, Hoechst cell count, imaging; cell count reduction, % at 2 µM; 93,000 compounds, 0.17% hits;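 active = cell count reduction exceeding the screen mean by over 5 SD, scaled to untreated wells per plate, cut at about 78% in these data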;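 also: cells counted after 24 h of TNF alpha exposure following the 1 h pretreatment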
CYP2C9 act: increases human cytochrome P450 2C9 activity. P11712. activation factor at 5 µM. AID 1024. recombinant CYP2C9, luciferin-H conversion, luminescence; active compounds read high; factor 1 = untreated enzyme, 0 = blocked. 96,000 compounds, 1.4% hits;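 active = activation factor of 2 or more for CYP2C9 at a 5 µM dose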;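 also: 0 = sulfaphenazole-blocked wells and 1 = vehicle-only wells; values of inactives mirror those of a sister screen read the other way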
CYP2C19 act: increases human CYP2C19 enzyme activity | P33261 | recombinant CYP2C19, luciferin-H EGE luminescence; active compounds read high; 0 = fully inhibited enzyme, 1 = untreated enzyme | activation factor at 5 µM | 96,000 tested, under 10 active | AID 1025;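 active = activation factor of at least 2 at 5 µM in the primary screen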;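 also: 0 = wells with 2.5 mM tranylcypromine and 1 = vehicle-only wells; values of inactives mirror those of a sister screen read the other way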
Target sequence (P33261 whole entry, looked up): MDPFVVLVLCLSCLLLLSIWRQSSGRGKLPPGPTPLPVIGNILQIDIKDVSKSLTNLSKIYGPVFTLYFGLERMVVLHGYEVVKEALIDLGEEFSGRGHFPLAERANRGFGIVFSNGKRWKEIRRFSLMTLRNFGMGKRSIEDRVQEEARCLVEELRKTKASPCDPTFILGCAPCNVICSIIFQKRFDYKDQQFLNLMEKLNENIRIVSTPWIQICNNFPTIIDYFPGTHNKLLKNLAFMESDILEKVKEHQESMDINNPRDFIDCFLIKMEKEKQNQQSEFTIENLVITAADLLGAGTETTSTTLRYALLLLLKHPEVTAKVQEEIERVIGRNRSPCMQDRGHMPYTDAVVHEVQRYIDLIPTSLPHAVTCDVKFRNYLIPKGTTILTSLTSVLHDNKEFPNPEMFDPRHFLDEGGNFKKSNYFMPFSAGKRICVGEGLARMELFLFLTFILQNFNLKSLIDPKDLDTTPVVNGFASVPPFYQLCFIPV
CYP2C9 inhib: blocks human cytochrome P450 2C9. P11712. CYP2C9 Supersomes, luciferin-H conversion, luminescence. inhibition, % at 5 µM. 96,000 compounds, 20% hits;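 active = blocking of liver enzyme CYP2C9 beyond about 50% at 5 µM, limit read from the data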; also: values of inactives mirror those of a sister screen read the other way
Calb biofilm kill: kills Candida albicans biofilms; C. albicans biofilm + clotrimazole, Alamar Blue; 85,000 compounds, 0.14% hits; inhibition, % at 6 µM;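 active = inhibition above 20%; inactive = inhibition below 20%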;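 also: preformed 24 hr biofilms exposed to compound for 48 hr; 0% = biofilm without compound and 100% = blank killed by clotrimazole plus chlorhexidine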
CYP2C19 inhib: blocks human cytochrome P450 2C19; inhibition, % at 5 µM; P33261; CYP2C19 Supersomes, luciferin-H EGE luminescence, 30 min; 96,000 compounds, 21% hits;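 active = CYP2C19 inhibition above a set limit at 5 µM in the primary screen, cut at about 50% in these data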;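 also: plate controls were negative control wells for no effect and 2.5 mM tranylcypromine positive control for full effect; values of inactives mirror those of a sister screen read the other way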
IL1B cytotox: toxic to HUVEC cells under IL-1B stimulation; HUVEC cell count loss, Hoechst imaging, IL-1B stimulated; cell count reduction, % at 2 µM; 94,000 compounds, 0.41% hits; AID 845;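 active = cell count reduction more than 3 SD above the screen-wide mean, cut at about 70% in these data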;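 also: normalized per plate to untreated control cells as the no-loss baseline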
VCAM1 TNFa inh: reduces TNF alpha induced VCAM1 expression in HUVEC; HUVEC TNFa-induced VCAM-1 immunofluorescence, high-content imaging; inhibition, % at 2 µM; 95,000 compounds, 0.48% hits;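 active = inhibition above the batch mean plus 3 SD, with images confirmed as a hit by eye, cut at about 37% in these data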;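 also: 0% = TNF-stimulated DMSO wells and 100% = unstimulated control wells; not every result past the cut was called active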
* = called active by the depositor; . = no result given.

Screens in order – VCAM1 TNFa inh	CYP2C19 act	IL1B cytotox	CYP2C9 inhib	Calb biofilm kill	CYP2C19 inhib	TNFa cytotox	DAT uptake mod	CYP2C9 act
O=C(O)C1C2C=CC(C2)C1C(=O)Nc1cccc(C(=O)N2CCCCC2)c1 (stereo unspecified)
    40	1.1	1	-29	0	-6	8	1	1.3
O=C(CSc1ccc2nnc(-c3ccccc3)n2n1)NCC1CCCO1 (stereo unspecified)
    -13	.	-45	.	-2	.	-18	-0.19	.
O=C(NC1CCCCC1)c1ccccc1NC(=O)C1CC(=O)N(c2ccc(Cl)cc2)C1 (stereo unspecified)
    9	.	2	.	2	.	-19	0.044	.
O=C(CC1NCCNC1=O)Nc1ccc2c(c1)OCO2 (stereo unspecified)
    8	0.9	5	22	2	6	1	-0.034	0.8
CC1CN/C(=C\C(=O)c2ccc(Cl)cc2)C(=O)N1 (stereo unspecified)
    5	.	9	.	4	.	-7	0.18	.
O=C(CN1C(=O)c2ccccc2C1=O)Nc1sc2c(c1C(=O)NCc1ccco1)CCCC2
    5	0.8	25	82*	-1	19	-20	1.3	0.2
COc1cccc(NC(=O)[C@@H]2CCCN2C(=O)C2CCN(S(=O)(=O)c3ccc(C)cc3)CC2)c1
    27	0.9	-62	25	11	8	-12	1	0.8
N#Cc1nc(COc2ccc(F)cc2)oc1N1CCN(Cc2ccccc2)CC1
    8	0.3	-12	93*	0	73*	-19	.	0.1
O=C(CCn1c(=S)[nH]c2ccccc2c1=O)NCCCN1CCCC1=O
    5	0.9	-16	-5	6	5	-31	0.00072	1
CCCCOc1ccc(C(=O)NCC2(c3ccccc3)CCOCC2)cc1
    12	0.8	.	29	.	19	-16	1.4	0.7
Cc1c(NC(=O)c2cc(-c3ccco3)on2)c(=O)n(-c2ccccc2)n1C
    -20	1.1	3	-16	5	-12	2	0.24	1.2
O=C(Cc1sc(-c2ccccc2Cl)nc1-c1ccccc1)Nc1ccccc1
    13	0.8	26	37	4	25	-33	0.004	0.6
Cc1cccc(NC(=S)NC(=O)C(c2ccccc2)c2ccccc2)n1
    -2	.	5	.	.	.	-9	0.7	.
COC(=O)C1C(=O)C2=C(CC1C)NC(C)=C(C(=O)OC1CCCC1)C2c1ccc(N(C)C)cc1 (stereo unspecified)
    5	0.5	-28	82*	4	54*	-22	0.0099	0.2
CCn1c(/C=C/c2ccccc2)nc2ccccc21
    1	0.6	2	-163	.	44	-4	2.2	2.6*
CCN1CCc2c(sc(N)c2C#N)C1
    .	1	6	5	1	0	.	-0.66	1
Cc1cc(C)cc(OCC(=O)NCC2CCCO2)c1 (stereo unspecified)
    -20	0.8	2	-35	.	22	-15	0.33	1.4
C/C(=N\Nc1ccc(F)cc1F)c1ccc(F)cc1
    19	0.5	-21	6	8	47	-17	-1.3	0.9
C=C(C)C1Cc2c(C)nn(-c3ccccc3)c2C1 (stereo unspecified)
    0	0.7	8	21	-2	26	13	-1.4	0.8
COc1ccccc1CN1C(=O)CN(C2CCCCCC2)C(=O)C1c1ccc(F)cc1 (stereo unspecified)
    5	0.4	-21	44	8	57*	-18	0.46	0.6
CSc1nsc(SC)c1NC(=O)Nc1ccccn1
    -4	0.5	27	45	.	50	-5	-0.41	0.5
Cc1cc(C)c(C#N)c(N2CCCC2)n1
    -7	0.9	-13	-34	10	14	-6	-0.89	1.3
COc1ccc(CN(CCN(C)C)Cc2ccccc2)c(OC)c1
    -46	0.2	-25	23	7	82*	-26	0.64	0.8
CCOC(=O)c1cc(S(=O)(=O)N2CCN(C(=O)OCC)CC2)cn1C
    5	0.8	-19	19	3	24	-17	0.13	0.8
CCOC(=O)c1c(C)[nH]c(C(=O)CN2C(=O)NC(CC)(c3ccccc3)C2=O)c1C (stereo unspecified)
    -3	0.4	-15	67*	10	64*	22	1.1	0.3
CCc1ccc(NC(=O)CSC2=C(C#N)C(c3ccc4c(c3)OCO4)CC(=O)N2)cc1 (stereo unspecified)
    16	.	-4	.	5	.	-3	0.19	.
Cc1ccc(-n2nc3cc(C)c(NC(=O)c4cccnc4)cc3n2)cc1
    -14	.	12	.	7	.	.	0.3	.
O=C(CN1CCN(CC(=O)Nc2ccccc2Cl)CC1)Nc1ccc2c(c1)OCCO2
    8	0.1	0	51*	4	91*	-35	-0.0088	0.5
CC(=O)CCc1oc2ccc(NC(C)=O)cc2c1-c1ccc(C)o1
    2	0.5	7	21	6	46	-24	-0.034	0.8
CCOC(=O)N1CCN(C(=O)C2CCCN(S(=O)(=O)c3ccc(C)cc3)C2)CC1 (stereo unspecified)
    3	0.5	-58	-57	-3	53*	-26	0.56	1.6
O=C(Nc1nc2c(s1)CCc1ccccc1-2)c1cccs1
    -2	0.9	14	-8	-5	9	19	-0.67	1.1
CN1CC(=O)N(CC(=O)NCc2ccc3c(c2)OCO3)C1=O
    -7	1.1	-20	0	.	-6	-2	-0.22	1
Nc1ccc(-c2nc3ccc(-c4nc5ccccc5o4)cc3[nH]2)cc1
    -25	0.7	-20	43	.	31	-39	0.0094	0.6
O=C(c1ccccc1)C1CCc2occc2C1=O (stereo unspecified)
    17	0.8	-10	6	10	24	-4	-1	0.9
C[C@@]12CC(=O)NC1N(C(=O)c1ccccc1)C(c1ccccc1OC(=O)c1ccccc1)C2 (stereo partly specified)
    -5	0.6	-4	32	4	40	-23	0.23	0.7
CCN(CC)c1ccc(NC(=O)c2cc(Cl)ccc2OC)cc1
    25	0.8	-1	-192	5	24	-37	1.1	2.9*
OCCn1c(SC2CCCCC2)nc2ccccc21
    -8	0.6	-39	16	-7	39	-30	-0.13	0.8
C=CCn1c(SCC(=O)NC2CCS(=O)(=O)C2)nc2scc(C3CC3)c2c1=O (stereo unspecified)
    -3	0.6	-22	72*	2	36	-33	-0.041	0.3
CCCCNCCOCCOc1ccc(F)cc1
    17	1	24	9	-6	4	-2	0.11	0.9
CCOC(=O)C(NC=O)(NC(C)(C)C)C(=O)OCC
    -59	1	8	-3	1	-1	-22	0.87	1
O=C(c1ccco1)n1nc(-c2ccccc2)nc1SCc1ccccc1
    14	1.3	12	22	-1	-27	-19	-0.51	0.8
O=C(CCN1C(=O)COc2ccccc21)NCCN1CCOCC1
    -5	1	13	5	3	1	-12	-0.75	1
COc1ccnc(Nc2cccc(C)c2)c1C#N
    5	1.1	-36	-1	.	-6	-12	-0.29	1
CCn1c(CS(=O)Cc2ccc(Cl)cc2Cl)nnc1SCc1c(Cl)cccc1Cl (stereo unspecified)
    12	1.1	10	-24	.	-11	-8	0.11	1.2
O=C(c1ccccc1)c1ncc(C(F)(F)F)cc1Cl
    8	0.4	0	-9	.	65*	-7	-0.53	1.1
Cc1[nH]n(C(N)=S)c(=O)c1N=Nc1ccc(S(=O)(=O)N2CCCCCC2)cc1
    12	0.9	-2	35	4	11	-49	-0.44	0.6
O=C(CCn1c(=O)[nH]c2ccccc2c1=O)Nc1ccccc1
    -3	0.5	-16	47	.	53*	-16	0.31	0.5
O=C(CN(C(=O)CSc1nnc(COc2ccccc2)o1)c1ccc(F)cc1)NC1CCCC1
    30	0.8	16	14	10	16	-26	1.2	0.9
N#Cc1ccc(NC(=O)CN2C(=O)NC(Cc3ccccc3)C2=O)cc1 (stereo unspecified)
    2	0.6	-18	43	8	36	-13	-0.041	0.6
CCc1cccc(N=c2c([N+](=O)[O-])nn(-c3ccc(Cl)cc3)n2O)c1
    4	0.6	3	44	5	40	4	0.024	0.6
O=C(Nc1ccccc1OC(F)F)c1ccccc1
    22	0.9	20	-19	.	6	10	-1	1.2
O=c1[nH]c(SCc2ccccc2Cl)nc2c1CCC2
    20	1.1	-14	13	0	-8	-16	0.14	0.9
C=CCNC(=O)CNS(=O)(=O)c1ccc(F)cc1
    9	1	-32	-4	8	1	-9	-1	1
COc1ccc2nc3c(cc2c1)c(NC(=O)c1cccs1)nn3CC(C)C
    18	0.2	-9	93*	0	78*	-13	.	0.1
CCOc1cccc(C(=O)Nc2ccccc2OC(F)F)c1
    -14	0.4	13	33	6	56*	-32	0.051	0.7
CC(=O)NC(Cc1ccccc1)C(=O)N1CCN(C(=O)c2ccco2)CC1 (stereo unspecified)
    21	1	0	-5	-1	-1	-27	0.058	1.1
Cc1cnc(SCCc2ccncc2)nc1C
    .	0.2	.	45	.	76*	.	-0.3	0.6
COc1ccccc1C(=O)NC(CCSC)C(=O)OCC(=O)NC(=O)NCc1ccco1 (stereo unspecified)
    .	0.8	.	97*	.	18	.	-0.00035	0
COCCCNC(=O)C1CC(=O)N(CCc2ccccc2)C1 (stereo unspecified)
    3	1	6	-4	8	-3	0	-0.27	1
CCC(CC)C(=O)Nc1cccc(C(=O)c2ccccc2)c1
    6	0.3	-41	55*	13	70*	0	1.1	0.4

The results go on:
Screens in order – VCAM1 TNFa inh	CYP2C19 act	IL1B cytotox	CYP2C9 inhib	Calb biofilm kill	CYP2C19 inhib	TNFa cytotox	DAT uptake mod	CYP2C9 act
COCCCN1C(=O)c2[nH]nc(-c3ccccc3O)c2C1c1ccc(Cl)cc1 (stereo unspecified)
    -3	0.6	4	35	6	35	-9	-0.24	0.6
CCCCC(=O)NC(Nc1nc(C2CC2)cs1)(C(=O)OCC)C(F)(F)F (stereo unspecified)
    21	0.4	-29	27	4	63*	44	1.2	0.7
CCOCCCNC(=O)C1CCCN(S(=O)(=O)CC)C1 (stereo unspecified)
    15	1.1	-3	-7	0	-9	2	-0.74	1.1
COC(=O)Cc1cc(=O)oc2cc(OC)ccc12
    -6	0.9	-8	0	.	14	-11	-0.9	1
CCC(=O)NC(Nc1sc2c(c1C(=O)OC)CCN(C)C2)(C(F)(F)F)C(F)(F)F
    42	.	-16	.	5	.	0	1.1	.
Cc1ccc(S(=O)(=O)c2cccc(S(=O)(=O)N3CCOCC3)c2)cc1S(=O)(=O)N1CCOCC1
    7	0.9	20	-42	6	15	-8	0.44	1.4
COCCC(=O)NC12CC3CC(CC(C3)C1)C2
    6	1	-14	5	-8	0	-9	1.2	0.9
Cn1c(CCNC(=O)c2cccs2)nnc1SCC(=O)Nc1nc(-c2ccccc2)cs1
    13	1	0	47	5	-4	7	-0.87	0.5
Cc1ccc(O)c(N=CC2=C(O)c3ccccc3C2=O)c1
    33	0.5	-12	79*	8	50	-16	-0.32	0.2
CC(C)(C)c1cccc(Oc2nn[nH]n2)c1
    6	0.3	-23	-8	.	72*	-4	-0.92	1.1
O=C(NC12CC3CC(CC(C3)C1)C2)N1CCN(c2ccccn2)CC1
    -40	0.6	-45	15	5	38	-10	0.095	0.9
CN(C)Cc1c(O)ccc2[nH]cnc12
    -11	1.1	-3	7	9	-5	6	-0.03	0.9
CC1CCCCN1S(=O)(=O)c1cccc2cccnc12 (stereo unspecified)
    -11	0.2	-44	-289	-3	79*	11	-0.48	3.9*
Cc1cccc(NC(=O)CSc2nc(-c3ccccc3)c(C#N)c(=O)[nH]2)c1C
    2	0.6	.	93*	.	41	-8	.	0.1

Profiles from above:
`Cc1cccc(NC(=O)CSc2nc(-c3ccccc3)c(C#N)c(=O)[nH]2)c1C` is listed as VCAM1 TNFa inh = 2; CYP2C19 act = 0.6; IL1B cytotox = .; CYP2C9 inhib = 93*; Calb biofilm kill = .; CYP2C19 inhib = 41; TNFa cytotox = -8; DAT uptake mod = .; CYP2C9 act = 0.1
`CC1CCCCN1S(=O)(=O)c1cccc2cccnc12` (stereo unspecified) is listed as VCAM1 TNFa inh = -11; CYP2C19 act = 0.2; IL1B cytotox = -44; CYP2C9 inhib = -289; Calb biofilm kill = -3; CYP2C19 inhib = 79*; TNFa cytotox = 11; DAT uptake mod = -0.48; CYP2C9 act = 3.9*
